From PubChem
ABCB1 inh – inhibitors of human ABCB1 transporter, ABCG2 counter-screen; P08183; CCRF-Adr cells, JC-1 efflux, flow cytometry; inhibition, % at 6.6 µM; actives 0.067% (n = 190,000); in the data active = inhibition above about 40%;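 also: 0% = vehicle and 100% = reference inhibitor; higher value means more JC-1 retained so stronger ABCB1 efflux block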
RGS7-Gao reg – regulators of human RGS7-Galphao interaction; P09471; Multiplexed bead flow cytometry, RGS7-Galphao binding; actives lie on both sides; AID 1439; actives 0.35% (n = 220,000); binding response (% of control), % at 10 µM; in the data active = binding response below about 49% or above about 150%; inconclusive = no clear call, values can overlap the other calls; inactive = in between;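 also: fluorescent Galphao held in activated GDP-AlF4 state binding bead-coupled RGS7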
Target sequence (P09471 whole entry, looked up): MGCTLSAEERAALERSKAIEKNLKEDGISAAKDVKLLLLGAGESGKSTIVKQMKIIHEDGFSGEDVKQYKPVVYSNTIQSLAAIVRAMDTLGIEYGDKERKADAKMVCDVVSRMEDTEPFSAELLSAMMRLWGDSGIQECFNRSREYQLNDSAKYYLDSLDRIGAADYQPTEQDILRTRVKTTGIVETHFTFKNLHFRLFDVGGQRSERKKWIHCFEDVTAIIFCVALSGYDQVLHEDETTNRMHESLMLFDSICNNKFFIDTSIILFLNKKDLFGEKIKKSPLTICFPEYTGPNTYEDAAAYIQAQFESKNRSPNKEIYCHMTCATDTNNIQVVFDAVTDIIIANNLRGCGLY
Mcl1-Noxa inh – Mcl-1/Noxa interaction inhibition; Q07820; TR-FRET Mcl-1/Noxa peptide binding, 2 h; inhibition, % at 21.7 µM; actives 1.5% (n = 220,000);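 active = compounds that cut the protein-peptide binding signal by more than 50% relative to plate controls in a single-dose test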;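 also: His-tagged Mcl-1 with rhodamine Noxa BH3 peptide and terbium anti-His antibody; 0% = Mcl-1 plus Noxa peptide wells and 100% = peptide-only wells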
Target sequence (Q07820 whole entry, looked up): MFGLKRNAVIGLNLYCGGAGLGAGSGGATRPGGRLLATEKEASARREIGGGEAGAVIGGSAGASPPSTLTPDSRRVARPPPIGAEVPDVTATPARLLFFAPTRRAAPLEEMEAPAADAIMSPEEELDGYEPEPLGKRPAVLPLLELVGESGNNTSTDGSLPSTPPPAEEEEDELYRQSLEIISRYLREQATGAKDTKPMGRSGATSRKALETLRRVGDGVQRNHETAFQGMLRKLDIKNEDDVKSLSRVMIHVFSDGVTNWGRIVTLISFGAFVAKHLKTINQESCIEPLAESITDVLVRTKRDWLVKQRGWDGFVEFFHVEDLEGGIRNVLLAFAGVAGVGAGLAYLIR
Avidin fluor – avidin bead compound fluorescence profile; Avidin beads, compound fluorescence 488/530 nm, flow cytometry; stronger effect = higher value; fluorescence (KMESF) at 10 µM; actives 0.38% (n = 220,000); in the data active = fluorescence above about 47; also: inactives centre near 10
Pf gametocyte – kills late stage P. falciparum gametocytes | P. falciparum stage V gametocytes, ATP luminescence, 24 h | inhibition, % at 10.9 µM | actives 0.065% (n = 150,000);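 active = inhibition above the mean plus 3 SD of compounds within the control limits, set per campaign, cut at about 38% in these data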;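 also: 0% = DMSO wells and 100% = medium only without gametocytes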
GSH fluor – GSH bead compound fluorescence profile; fluorescence (KMESF) at 10 µM; actives 0.25% (n = 190,000); GSH beads flow cytometry, compound fluorescence 488/530 nm; stronger effect = higher value; in the data active = fluorescence above about 89;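 also: glutathione beads carrying GST-tagged Bcl family fusion proteins plus one bare bead set; values are compound well signal with DMSO vehicle wells as background; inactives centre near 16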
Mcl1-Bid inh – Mcl-1/Bid interaction inhibition | Q07820 | TR-FRET Mcl-1/Bid-Dy647 peptide binding, 1536-well | inhibition, % at 21.7 µM | actives 0.97% (n = 220,000) | AID 1021;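 active = compounds that cut the binding signal by more than half at the single screening dose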;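 also: His-tagged Mcl-1 with europium anti-His antibody binding Bid BH3 peptide; 0% = Mcl-1 plus peptide wells and 100% = peptide-only wells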
RGS4-Gao reg – human RGS4-Galphao interaction regulation. Multiplexed bead flow cytometry, RGS4-Galphao binding; actives lie on both sides. binding response (% of control), % at 10 µM. actives 0.33% (n = 220,000). AID 1415; in the data active = binding response below about 49% or above about 150%; inactive = in between;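 also: fluorescent Galphao activated with aluminum fluoride binding bead-coupled RGS4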
Bim-Mcl-1 – human Bim-Mcl-1 interaction inhibition. Q07820. Bead-based flow cytometry, Bim peptide-Mcl-1 binding. inhibition, % at 10 µM. actives 0.1% (n = 190,000); in the data active = inhibition above about 40%;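 also: 0% = no compound tracer wells and 100% = peptide blocker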
ABCG2 inh – inhibitors of human ABCG2 transporter, ABCB1 counter-screen. Q9UNQ0. IgMXP3 cells, JC-1 efflux, flow cytometry. inhibition, % at 6.6 µM. actives 0.1% (n = 190,000). AID 1325;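 active = inhibition above 80%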;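 also: 0% = DMSO and 100% = nicardipine control wells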
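material = IgMXP3 (ABCG2) plus far-red-tagged CCRF-Adr (ABCB1) cells | amount = 3 million cells/mL, equal mix of both lines | also added = JC-1 transporter substrate | dosing = one concentration, 6.6 µM final | schedule = 10 min at 25 °C | measured by = flow cytometric JC-1 green MFI at 530 nm | read-out basis = percent efflux inhibition, scaled nicardipine 100% to DMSO 0%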
RGS8-Gao – modulates binding of RGS8 to human Galphao. P09471. multiplexed bead flow cytometry; actives lie on both sides. response (percent of control binding), % at 10 µM. actives 0.34% (n = 220,000); in the data active = response below about 60% or above about 140%; inactive = in between;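 also: Galphao activated as the GDP aluminium fluoride complex binding bead-coupled RGS8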
* hit, by the source's call; ? = inconclusive; . = no result given.

Every second line gives: ABCB1 inh | RGS7-Gao reg | Mcl1-Noxa inh | Avidin fluor | Pf gametocyte | GSH fluor | Mcl1-Bid inh | RGS4-Gao reg | Bim-Mcl-1 | ABCG2 inh | RGS8-Gao
O=C(O)C1CCCCN1S(=O)(=O)c1ccccc1 (centres undefined)
  0.1 | 103 | -2 | 9 | -11 | 23 | -11 | 105 | -1 | 0 | 104
Cc1[nH]c2ccc(OC(=O)N3CCOCC3)cc2c1C(=O)OC(C)C
  0.4 | 101 | -14 | 12 | . | 11 | -4 | 98 | -3 | 2 | 103
CCN1CCCc2cc(CN(CCN3CCOCC3)C(=S)Nc3ccc(C)cc3)ccc21
  6.8 | 109 | 69* | 6 | 3 | 20 | -94 | 101 | -2 | 6 | 100
Cc1ccc(N=C2NC(=O)CS2)c(C)c1
  1.2 | 103 | 3 | 7 | . | 26 | -22 | 96 | -2 | 3 | 101
COCc1cc(=O)[nH]c(=S)[nH]1
  -1.0 | 93 | 1 | 8 | 3 | 12 | -66 | 90 | -6 | -3 | 104
O=C(O)CCc1nn2c3ccccc3n(CCO)c2nc1=O
  1.1 | 96 | 10 | 9 | 26 | 9 | -20 | 100 | 0 | 3 | 100
O=C1c2nc3cc(-c4ccco4)[nH]n3c(=O)c2CN1C1CCCCC1
  . | ? | 13 | 3 | -1 | . | -22 | 104 | . | . | 99
COc1ccc(CNC(=O)c2sc(=S)n(-c3ccc(OC)cc3)c2N)cc1
  0.5 | 114 | 12 | 5 | . | 31 | 11 | 94 | -10 | 1 | 95
O=C(O)c1ccc(S(=O)(=O)N2CCCCCC2)cc1
  0.4 | 98 | -5 | 6 | . | 37 | 5 | 98 | -1 | 1 | 100
Cc1ccc(-n2ncc(Cl)c2C(=O)NC2CC2)cc1
  0.8 | 105 | 1 | 3 | . | 9 | -2 | 103 | -1 | 2 | 99
O=C(Nc1ccc2c(c1)OCO2)C1CCN(S(=O)(=O)c2cccs2)CC1
  3.2 | 99 | -2 | 8 | . | 12 | -54 | 97 | -1 | 29 | 101
COc1c2ccoc2c(OC)c2oc(=O)ccc12
  . | ? | -17 | 9 | . | . | -21 | 129 | . | . | 119
CCCC(=O)c1cc(F)c(N2CCN(CCC#N)CC2)cc1C
  0.0 | 105 | -23 | 3 | . | 15 | -11 | 101 | 2 | 0 | 101
COCCOC(=O)N/C=C\c1nc2ccccc2c(=O)[nH]1
  0.7 | 104 | 16 | 6 | -26 | 10 | 3 | 102 | 0 | 29 | 104
O=C(Nc1ccccc1)c1cc([N+](=O)[O-])ccc1Cl
  . | ? | -4 | 9 | . | . | -13 | 94 | . | . | 95

The closing 4 entries of the section before come first, to join the parts.
Every second line gives: ABCB1 inh | RGS7-Gao reg | Mcl1-Noxa inh | Avidin fluor | Pf gametocyte | GSH fluor | Mcl1-Bid inh | RGS4-Gao reg | Bim-Mcl-1 | ABCG2 inh | RGS8-Gao
COc1c2ccoc2c(OC)c2oc(=O)ccc12
  . | ? | -17 | 9 | . | . | -21 | 129 | . | . | 119
CCCC(=O)c1cc(F)c(N2CCN(CCC#N)CC2)cc1C
  0.0 | 105 | -23 | 3 | . | 15 | -11 | 101 | 2 | 0 | 101
COCCOC(=O)N/C=C\c1nc2ccccc2c(=O)[nH]1
  0.7 | 104 | 16 | 6 | -26 | 10 | 3 | 102 | 0 | 29 | 104
O=C(Nc1ccccc1)c1cc([N+](=O)[O-])ccc1Cl
  . | ? | -4 | 9 | . | . | -13 | 94 | . | . | 95
COC(=O)c1ccc2c(c1)C(=O)N(C1CCCCC1)C2=O
  0.7 | 100 | 8 | 8 | . | 20 | -6 | 98 | -1 | 12 | 100
CCCC(C)NS(=O)(=O)c1ccc(OC)c(C)c1 (centres undefined)
  0.5 | 99 | 8 | 17 | . | 34 | -9 | 98 | -5 | 5 | 103
COc1cc(/C=N/NC(=O)c2ccc(CSc3nc4ccccc4[nH]3)cc2)ccc1O
  -0.5 | 100 | 62* | 11 | 5 | 15 | -46 | 102 | -1 | -2 | 101
COc1cccc(C2C(C(=O)c3ccco3)=C(O)C(=O)N2CCN(C)C)c1OC (centres undefined)
  -0.2 | 93 | 19 | 10 | 0 | 4 | -43 | 95 | -2 | -11 | 97
O=C1CCC(/C=C/c2ccccc2)=NN1Cc1ccc(Cl)c(Cl)c1
  -0.1 | 92 | 5 | 4 | -1 | 16 | -30 | 87 | -4 | 1 | 93
Cc1ccc(C(=O)N/N=C\c2ccc([N+](=O)[O-])s2)cn1
  -0.7 | 106 | -58 | 9 | -16 | 10 | -46 | 102 | -1 | 7 | 100
O=c1[nH]ncc(NCCc2ccccc2)c1Cl
  0.2 | 102 | 0 | 13 | -19 | 13 | -22 | 102 | 0 | 2 | 103
O=C(Nc1ccc(Cl)cn1)c1cccc(F)c1
  0.5 | 101 | 6 | 8 | -2 | 21 | -49 | 103 | 0 | 4 | 108
Cc1ccsc1/C=C1/SC(N2CCOCC2)=NC1=O
  0.6 | 103 | -14 | 11 | . | 11 | -16 | 98 | -3 | 15 | 102
NC(=O)c1ccccc1N(Cc1ccccc1)S(=O)(=O)c1ccccc1
  0.2 | 102 | 3 | 6 | 13 | 21 | 2 | 103 | -5 | 4 | 101
CC1Oc2ccccc2N(CC(=O)c2ccc(F)cc2)C1=O (centres undefined)
  0.8 | 104 | 12 | 10 | . | 26 | -22 | 102 | 0 | 2 | 100
Cc1ccc(C)c2[nH]c(=O)c(C(c3nnnn3CCc3ccccc3)N3CCOCC3)cc12 (centres undefined)
  0.6 | 97 | 18 | 4 | . | 63 | 4 | 94 | -1 | 1 | 98

Already shown: entries from further up.
Every second line gives: ABCB1 inh | RGS7-Gao reg | Mcl1-Noxa inh | Avidin fluor | Pf gametocyte | GSH fluor | Mcl1-Bid inh | RGS4-Gao reg | Bim-Mcl-1 | ABCG2 inh | RGS8-Gao
O=C(O)C1CCCCN1S(=O)(=O)c1ccccc1 (centres undefined)
  0.1 | 103 | -2 | 9 | -11 | 23 | -11 | 105 | -1 | 0 | 104
Cc1[nH]c2ccc(OC(=O)N3CCOCC3)cc2c1C(=O)OC(C)C
  0.4 | 101 | -14 | 12 | . | 11 | -4 | 98 | -3 | 2 | 103
CCN1CCCc2cc(CN(CCN3CCOCC3)C(=S)Nc3ccc(C)cc3)ccc21
  6.8 | 109 | 69* | 6 | 3 | 20 | -94 | 101 | -2 | 6 | 100
Cc1ccc(N=C2NC(=O)CS2)c(C)c1
  1.2 | 103 | 3 | 7 | . | 26 | -22 | 96 | -2 | 3 | 101
COCc1cc(=O)[nH]c(=S)[nH]1
  -1.0 | 93 | 1 | 8 | 3 | 12 | -66 | 90 | -6 | -3 | 104
O=C(O)CCc1nn2c3ccccc3n(CCO)c2nc1=O
  1.1 | 96 | 10 | 9 | 26 | 9 | -20 | 100 | 0 | 3 | 100
O=C1c2nc3cc(-c4ccco4)[nH]n3c(=O)c2CN1C1CCCCC1
  . | ? | 13 | 3 | -1 | . | -22 | 104 | . | . | 99
